Screens deposited in PubChem by The Scripps Research Institute Molecular Screening Center.
ZTA counter = ZTA (EBV) inhibition in EBNA-1 counter-screen; actives 0.15% (n = 320,000); inhibition, % at 11 µM; ZTA-DNA binding, fluorescence polarization; AID 2234; P03206; in the data active = inhibition above about 33%
Target sequence (P03206 whole entry, looked up): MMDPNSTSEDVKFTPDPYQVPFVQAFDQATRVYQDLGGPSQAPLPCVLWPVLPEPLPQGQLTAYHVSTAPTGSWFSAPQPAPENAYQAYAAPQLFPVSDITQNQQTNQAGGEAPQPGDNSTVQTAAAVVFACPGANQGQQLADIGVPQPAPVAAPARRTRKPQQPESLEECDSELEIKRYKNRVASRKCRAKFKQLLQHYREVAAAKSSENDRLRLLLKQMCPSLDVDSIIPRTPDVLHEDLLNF
PAFAH2 inh = inhibitors of human PAFAH2; inhibition, % at 3.39 µM; recombinant PAFAH2, FP-rhodamine activity probe, fluorescence polarization; Q99487; actives 0.99% (n = 340,000);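 active = inhibition above the mean over all tested compounds plus 3 SD, cut at about 30% in these data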;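 note: inhibitors block probe labeling of enzyme so polarization drops; 0% = enzyme with DMSO and 100% = wells lacking PAFAH2 protein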
EBNA-1 inh = blocks EBNA-1 binding to DNA; inhibition, % at 14.8 µM; AID 1950; actives 0.34% (n = 300,000); EBNA-1 DNA binding, fluorescence polarization; in the data active = inhibition above about 28%
PAFAH1B2 inh = inhibitors of human PAFAH1B2 | P68402 | recombinant PAFAH1B2, FP-rhodamine activity probe, fluorescence polarization | inhibition, % at 3.39 µM | actives 1.2% (n = 340,000) | AID 492953;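 active = inhibition above the mean of all tested compounds plus 3 SD, cut at about 24% in these data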;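 note: 0% = enzyme with DMSO and 100% = wells lacking PAFAH1B2; many of its hits are not listed in these tables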
Target sequence (P68402 whole entry, looked up): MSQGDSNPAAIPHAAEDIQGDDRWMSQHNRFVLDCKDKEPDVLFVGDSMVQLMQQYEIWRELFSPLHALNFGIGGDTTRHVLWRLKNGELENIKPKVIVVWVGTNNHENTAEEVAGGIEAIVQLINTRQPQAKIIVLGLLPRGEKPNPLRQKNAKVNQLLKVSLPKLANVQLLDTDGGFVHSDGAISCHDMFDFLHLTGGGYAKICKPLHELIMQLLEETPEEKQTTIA
PAFAH1B3 inh = inhibitors of human PAFAH1B3; recombinant PAFAH1B3, FP-rhodamine probe, fluorescence polarization; inhibition, % at 3.39 µM; Q15102; actives 0.28% (n = 340,000);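 active = inhibition above the screen-wide average of all tested compounds plus 3 SD, cut at about 25% in these data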;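 note: 0% = enzyme with DMSO only and 100% = wells lacking PAFAH1B3 protein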
Target sequence (Q15102 whole entry, looked up): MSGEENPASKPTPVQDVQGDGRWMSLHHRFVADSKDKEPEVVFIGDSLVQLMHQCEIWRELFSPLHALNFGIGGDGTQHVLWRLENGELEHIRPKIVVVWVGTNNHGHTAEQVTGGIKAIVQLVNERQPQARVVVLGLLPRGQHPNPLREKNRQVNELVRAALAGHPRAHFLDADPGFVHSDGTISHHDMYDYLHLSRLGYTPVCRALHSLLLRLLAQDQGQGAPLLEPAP
LYPLA2 counter = LYPLA2 (human) inhibition in PME1 counter-screen. O95372. recombinant LYPLA2, FP-Rh probe fluorescence polarization. inhibition, % at 5.9 µM. actives 0.38% (n = 320,000);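 active = inhibition above the screen-wide mean plus 3 SD, limit set per campaign, cut at about 26% in these data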;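 note: 0% = LYPLA2 with DMSO and 100% = wells lacking LYPLA2 enzyme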
pPAFAH FP inh = pPAFAH (human) enzyme inhibition; inhibition, % at 3.39 µM; recombinant pPAFAH, FP-rhodamine probe fluorescence polarization; Q13093; AID 463082; actives 1.5% (n = 330,000);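 active = inhibition above the mean inhibition across the screen plus 3 SD, cut at about 25% in these data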;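 note: inhibitors block binding of the rhodamine activity-based probe so polarization drops; 0% = enzyme with DMSO and 100% = wells lacking pPAFAH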
PREPL inhibitor = human PREPL enzyme inhibition. recombinant PREPL, fluorescence polarization activity-based probe. actives 0.68% (n = 320,000). inhibition, % at 5.96 µM. Q4J6C6; in the data active = inhibition above about 43%;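 note: 0% = enzyme with DMSO and 100% = wells lacking enzyme; many of its hits are not listed in these tables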
LYPLA1 inh = counter-screen for PME1 inhibitors: inhibitors of human LYPLA1; actives 0.16% (n = 320,000); inhibition, % at 5.9 µM; recombinant LYPLA1, FP-Rh probe fluorescence polarization; O75608; AID 2174;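 active = inhibition above the mean of all tested compounds plus 3 SD, set per campaign, cut at about 14% in these data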;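 note: inhibitors block serine hydrolase probe labeling of LYPLA1 so polarization falls; 0% = enzyme with DMSO and 100% = wells lacking LYPLA1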
Target sequence (O75608 whole entry, looked up): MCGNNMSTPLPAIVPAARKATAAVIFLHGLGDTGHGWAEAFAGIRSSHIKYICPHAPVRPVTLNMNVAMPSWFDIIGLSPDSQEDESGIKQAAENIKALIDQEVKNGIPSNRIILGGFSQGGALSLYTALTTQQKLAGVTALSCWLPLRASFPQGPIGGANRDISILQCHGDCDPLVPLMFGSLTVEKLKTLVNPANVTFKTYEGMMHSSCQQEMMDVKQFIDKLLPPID
The depositor's hits bear a star; x = not tested or not shown. These rows are one share of the data (hit frequency here may not be typical).

SMILES | ZTA counter | PAFAH2 inh | EBNA-1 inh | PAFAH1B2 inh | PAFAH1B3 inh | LYPLA2 counter | pPAFAH FP inh | PREPL inhibitor | LYPLA1 inh
COc1ccc(C(=O)N2CCN(S(=O)(=O)c3ccc(Cl)cc3)CC2)cc1OC | 9 | 2 | 10 | 14 | 1 | 2 | 3 | 1 | -2
CCCCN1C(N)=NC[C@@H]1CC1CCCCC1 | -10 | 4 | 1 | 3 | 10 | -2 | 8 | 12 | 1
OC(CN1CCCCC1)CN(c1ccccc1)c1ccccc1 (configuration not stated) | -1 | -1 | 2 | 0 | -3 | -4 | 2 | 12 | -2
COc1ccc(NC(=O)c2ccc(C(=O)c3cc(OC)ccc3OC)cc2)cc1 | -1 | -11 | -9 | 2 | 8 | 6 | -3 | 15 | 0
COc1ccc(C(C(=O)NC2CCCCC2)N(C(=O)CCl)c2ccc(Cl)cc2)cc1 (configuration not stated) | 4 | 2 | -2 | -1 | 0 | -3 | 0 | 13 | -2
COC(=O)c1ccc(CSc2nc3c(cnn3-c3ccccc3)c(=O)[nH]2)o1 | 2 | -3 | 11 | -2 | 0 | -1 | 1 | 0 | -4
Cc1ccc(SCC(=O)N2CCCC2)cc1 | 5 | 10 | 0 | 6 | 18 | -3 | 5 | -4 | -2
COc1ccc(NC(=O)C2CCCN2C(=O)NCc2ccccc2)cc1 (configuration not stated) | -5 | -8 | -5 | 0 | -2 | 0 | -1 | 2 | 2
CC(C)Oc1ccccc1-c1cc(C(=O)N/N=C/c2cccnc2)c2ccccc2n1 | 18 | -9 | 4 | 2 | -6 | -7 | 6 | -4 | -5
COc1ccc(Cl)cc1-c1n[nH]c(=S)o1 | 2 | 0 | -8 | 5 | 4 | 0 | 1 | 11 | -2
CN(C)c1ccc(/C=C2\N=C(c3ccc(Cl)c([N+](=O)[O-])c3)NC2=O)cc1 | 1 | -4 | 0 | -2 | -13 | -9 | 5 | 3 | -9
O=C(CSc1ccc(-c2ccco2)nn1)NCc1ccc2c(c1)OCO2 | -1 | 5 | 0 | 2 | 0 | -8 | 1 | 1 | -3
O=C(N/N=C/c1nn(-c2ccccc2)cc1-c1ccc(Cl)cc1)c1ccncc1 | -16 | x | 2 | x | x | -2 | 3 | 13 | -2
COc1cc(NC(=O)c2nccnc2C(=O)O)cc(OC)c1 | -11 | -9 | 7 | 3 | 2 | -4 | 18 | 37 | 3
Cc1ccc(C(=O)C[n+]2ccc(-c3nnc4n3CCC4)cc2)cc1 | -4 | 4 | 9 | 1 | -3 | -7 | 8 | 34 | -2
Cc1ccccc1N1CCN(C2CCCN(C(=O)CCN3CCCCC3=O)C2)CC1 (configuration not stated) | 14 | -3 | -6 | -4 | -2 | -4 | 3 | 27 | 0
COc1ccc(OC)c(-n2cc3c(=O)n(C)c(=O)n(C)c3c2)c1 | -7 | -1 | -4 | 4 | -2 | 5 | 4 | -9 | -1
CC(C)C1Oc2ccccc2N(CC(=O)N(Cc2ccncc2)Cc2ccco2)C1=O (configuration not stated) | 6 | 7 | 21 | -2 | 10 | 0 | 1 | -11 | -1
CCc1nnc(NC(=O)c2ccc(COc3ccccc3Cl)o2)s1 | 0 | 2 | 7 | 2 | 5 | 6 | 2 | -1 | 1
O=C(NNc1nc2ccccc2o1)c1ccccc1 | -9 | x | 6 | x | x | 3 | -2 | 8 | 0
Cc1n[nH]c(=S)n1/N=C/c1ccccc1OCc1ccc(Cl)cc1 | 10 | 1 | 16 | 4 | -4 | -1 | 12 | 34 | -5
Cc1ccc2nc(C)cc(C(=O)OCC(=O)Nc3cccnc3Cl)c2c1 | -8 | 1 | -4 | 0 | -2 | -1 | 4 | -12 | 2
Cc1ccccc1NC(=O)Cc1nc(COC(=O)c2ccccn2)cs1 | -9 | 4 | -5 | 5 | 4 | -15 | 5 | -12 | -3
COc1ccc(-c2cc(C(=O)Nc3cc(Br)ccc3O)no2)cc1 | -3 | -26 | 6 | -11 | -13 | -6 | -3 | 0 | -2
O=C(c1cc2sccc2n1Cc1ccc(F)cc1)N1CCCc2ccccc21 | -7 | 6 | 2 | -1 | 3 | 1 | -3 | 11 | 0
CCc1nnc(NC(=O)c2ccc(COc3cccc(C)c3)o2)s1 | 11 | 0 | -4 | 8 | 9 | 2 | -2 | -7 | 0
COc1ccc(NC(=O)CSc2nc(=O)n(CCN3CCOCC3)c3c2CCC3)cc1 | 7 | 3 | 0 | 5 | -1 | 2 | 3 | 9 | 1
CCOC(=O)c1c(-c2ccc(C)cc2)csc1/N=C(\C)C1=C(O)c2ccccc2C1=O | -9 | -6 | -11 | 8 | -2 | -2 | 1 | -2 | -3
COc1cccc(N2CCN(C(=O)c3oc4ccccc4c3NC(=O)CCc3cc(OC)no3)CC2)c1 | -1 | 9 | 6 | 2 | 10 | -1 | 12 | 10 | 3
CN(C)CCNC(=O)COc1cccc(Cl)c1 | -6 | 5 | 3 | -2 | 8 | 1 | -2 | -10 | 1

Shown with two lines to a compound: entries from further up.
Results follow in this order: ZTA counter	PAFAH2 inh	EBNA-1 inh	PAFAH1B2 inh	PAFAH1B3 inh	LYPLA2 counter	pPAFAH FP inh	PREPL inhibitor	LYPLA1 inh
> CCc1nnc(NC(=O)c2ccc(COc3ccccc3Cl)o2)s1
  0	2	7	2	5	6	2	-1	1
> COc1ccc(-c2cc(C(=O)Nc3cc(Br)ccc3O)no2)cc1
  -3	-26	6	-11	-13	-6	-3	0	-2
> Cc1n[nH]c(=S)n1/N=C/c1ccccc1OCc1ccc(Cl)cc1
  10	1	16	4	-4	-1	12	34	-5
> O=C(NNc1nc2ccccc2o1)c1ccccc1
  -9	x	6	x	x	3	-2	8	0

(listing goes on)
SMILES | ZTA counter | PAFAH2 inh | EBNA-1 inh | PAFAH1B2 inh | PAFAH1B3 inh | LYPLA2 counter | pPAFAH FP inh | PREPL inhibitor | LYPLA1 inh
COc1ccccc1CN1CCN(Cc2nc(-c3ccccc3)no2)CC1 | 8 | 2 | 0 | -4 | 8 | -1 | 2 | 1 | 1
COc1ccc(/C=C2\SC(=O)N(CCC(=O)NC3CCS(=O)(=O)C3)C2=O)cc1 (configuration not stated) | -15 | 2 | -7 | -5 | 0 | 24 | 3 | 7 | 3
Fc1ccc(C2CCNCC2COc2ccc3c(c2)OCO3)cc1 (configuration not stated) | -4 | 0 | 10 | 2 | 5 | 7 | 3 | -29 | 0
Cc1ccc(SCC(=O)Nc2ccc(N3CCN(C)CC3)c(F)c2)cc1 | 7 | -2 | 15 | 18 | -4 | -3 | 5 | 15 | -1
O=C(COC(=O)c1cccs1)Nc1nc(-c2ccccc2)cs1 | 9 | 9 | 11 | -4 | 3 | -7 | 2 | -5 | -5
Cc1ccc(NC(=O)CSc2ccc(-c3ccc(-n4cccn4)cc3)nn2)c(C)c1 | 9 | -9 | 7 | 3 | -5 | 6 | -2 | -3 | 3
C(=N\Nc1ncnc2ccccc12)/c1ccccc1 | -7 | 3 | -2 | 4 | 9 | -2 | 5 | 45* | 0
Cc1cc(C(=O)OCC(=O)NCc2cccs2)ccc1[N+](=O)[O-] | x | 19 | x | 5 | 5 | x | 31* | 7 | x
Cc1ccccc1Cn1cnc2c(cnn2C(C)(C)C)c1=O | 14 | 4 | 15 | 1 | -2 | -7 | 3 | 5 | -4
CCn1c(CNC(=O)c2cccc(C)c2)nnc1SCC(=O)Nc1nnc(C)s1 | 0 | -7 | -1 | 6 | 10 | 6 | 4 | 1 | 0
Cc1oc(-c2ccccc2F)nc1CS(=O)(=O)CC(=O)N1CCN(c2ccccc2)CC1 | 2 | 1 | -16 | 2 | -14 | -6 | -1 | -1 | -3
CC(NS(=O)(=O)c1ccccc1)C(=O)NCc1ccco1 (configuration not stated) | 0 | 7 | 7 | 2 | 3 | 1 | 5 | 12 | 2
O=C(Nc1cccc([N+](=O)[O-])c1)c1cnccn1 | 4 | 4 | 8 | 0 | 5 | -1 | 7 | 7 | -3
Cc1ccc2oc(=O)c(/C=C(\O)c3ccccc3)nc2c1 | -8 | 5 | 2 | 7 | 2 | -1 | 11 | 22 | 0
CCC(C)(C)n1nnnc1C(c1ccccc1)N1CCN(C2CCCC2)CC1 (configuration not stated) | -2 | 7 | -4 | 6 | 2 | -9 | -2 | 12 | -6
CC1(C)OC(=O)C(=Cc2ccc(-c3ccc(S(N)(=O)=O)cc3)o2)C(=O)O1 | -13 | -1 | 2 | 4 | 11 | 7 | 11 | 12 | 3
CCCCN1C(=O)c2ccc(C(=O)Nc3ccc(C)c(S(=O)(=O)N(C)C)c3)cc2C1=O | 5 | -7 | -2 | -3 | -1 | -1 | 11 | 2 | -10
COC(=O)[C@@]1(Cc2ccc(F)cc2)[C@H]2c3cc(C(=O)N(C)C)n(CCSCCO)c3C[C@H]2CN1C(=O)c1ccccc1 | 2 | x | -1 | x | x | -1 | 2 | 6 | -3
CCOC(=O)N1CCN(C(=O)C2CCN(S(=O)(=O)c3ccc(C)cc3)CC2)CC1 | -6 | 3 | 5 | 3 | -4 | -8 | -6 | 4 | -4
CC(C)Cn1c(=O)c2ccccc2n2c(CCC(=O)O)nnc12 | -3 | -6 | -21 | 3 | -2 | 7 | -2 | 0 | 6
Cc1ccc(CN2CC(C(=O)Nc3ccncc3)CC2=O)cc1 (configuration not stated) | -11 | 3 | -9 | 7 | 2 | -2 | -3 | 4 | 1
Cc1ccc(-n2nc(CC#N)c(C#N)c2N)cc1Cl | 8 | -6 | 3 | 1 | 1 | -3 | -3 | -2 | -7
CC(C)(C)c1ccc(C(=O)NC(=S)NCC2CCCO2)cc1 (configuration not stated) | 2 | 3 | 3 | 2 | 1 | 1 | 8 | -2 | -4
COc1ccc(N2CCSC2C(=O)NN)cc1 (configuration not stated) | 7 | 14 | 11 | 2 | 9 | 16 | 10 | 25 | 3
O=C(CCN1CCN(CC(=O)Nc2ccccc2Cl)CC1)Nc1ccccc1F | 3 | 2 | 4 | 1 | -2 | 5 | 2 | -1 | 1
Cc1cc(NC(=O)c2cccc(S(=O)(=O)N3CCOCC3)c2)no1 | -8 | 6 | -6 | 3 | 0 | 5 | 2 | 1 | -1
CCc1noc(C)c1C(=O)OCC(=O)Nc1ncc(Cl)cc1Cl | 6 | 5 | -2 | 3 | 1 | -5 | -3 | 11 | 2
Cc1ccc(C)c(N2CC(C(=O)Nc3nccs3)CC2=O)c1 (configuration not stated) | 12 | 3 | -21 | 5 | 2 | -11 | -7 | 3 | -3
O=C(O)CC(NC(=O)c1cccc([N+](=O)[O-])c1)c1ccc2c(c1)OCO2 (configuration not stated) | 5 | -2 | 7 | 1 | 1 | -2 | 1 | 4 | 0
C=CCNC(=S)NNC(=O)c1ccc2c(c1)OCO2 | 1 | -3 | 1 | -4 | 1 | 3 | 5 | 6 | 1
O=C1c2ccc([N+](=O)[O-])cc2C(=O)N1c1ccc([N+](=O)[O-])cn1 | -5 | 12 | -4 | 4 | -2 | -3 | -1 | 6 | 1
CC1CCC(NC(=O)CCNC(=O)c2ccc(Br)cc2)CC1 (configuration not stated) | -9 | 3 | -8 | 2 | -1 | -9 | -1 | 5 | -4
COc1cc(OC)cc(-c2nc3cc(C)ccc3o2)c1 | 4 | -8 | -4 | 2 | 8 | 5 | -1 | -29 | -4
CC1CCCC(C)N1/N=C/C=C/c1ccccc1[N+](=O)[O-] (configuration not stated) | -4 | 6 | -10 | 2 | 7 | 1 | 6 | 2 | 3
O=C1CCCN1CCCNC(=S)Nc1ccccc1Cl | 15 | -1 | 4 | 3 | -1 | -3 | -1 | -7 | 1
CC1Cc2ccccc2N1CC(=O)Nc1ccc(Cl)c(S(=O)(=O)N(C)C)c1 (configuration not stated) | 1 | 4 | 8 | -2 | 3 | -13 | -4 | 9 | -8
